# Arr AP2 block: human beta-arrestin and AP2 interaction inhibition; inhibition, % at 10 µM; FITC-arrestin peptide / GST-AP2 beads, flow cytometry; AP2 beta2 appendage carries R879A mutation; 340,000 compounds, 0.31% hits;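 active means inhibition above a set limit, near 3 SD of compounds lacking own fluorescence, cut at about 54% in these data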;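 further: plate controls were DMSO wells for no effect and 5 µM unlabelled arrestin peptide for full effect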
#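 test system = AP2 appendage R879A on GSH beads | buffer or medium = PBS plus Tween 20 (0.05%) and BSA (0.1%) | incubation = 12 min plus 1 h, RT | detection = bead flow cytometry, FITC channel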
# Keap1-Nrf2 PPI: inhibitors of human Keap1-Nrf2 protein-protein interaction; Keap1 Kelch-Nrf2 peptide fluorescence polarization, 1536-well; inhibition, % at 9.4 µM; 340,000 compounds, 0.15% hits; AID 504523; in the data active means inhibition above about 12%;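 further: human Keap1 Kelch domain with fluorescein labeled Nrf2 9mer peptide probe; 0% = neutral control wells and 100% = peptide positive control; higher means more block of Keap1 binding to Nrf2 peptide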
# Target sequence (Q14145 whole entry, looked up, the tested form may be a part): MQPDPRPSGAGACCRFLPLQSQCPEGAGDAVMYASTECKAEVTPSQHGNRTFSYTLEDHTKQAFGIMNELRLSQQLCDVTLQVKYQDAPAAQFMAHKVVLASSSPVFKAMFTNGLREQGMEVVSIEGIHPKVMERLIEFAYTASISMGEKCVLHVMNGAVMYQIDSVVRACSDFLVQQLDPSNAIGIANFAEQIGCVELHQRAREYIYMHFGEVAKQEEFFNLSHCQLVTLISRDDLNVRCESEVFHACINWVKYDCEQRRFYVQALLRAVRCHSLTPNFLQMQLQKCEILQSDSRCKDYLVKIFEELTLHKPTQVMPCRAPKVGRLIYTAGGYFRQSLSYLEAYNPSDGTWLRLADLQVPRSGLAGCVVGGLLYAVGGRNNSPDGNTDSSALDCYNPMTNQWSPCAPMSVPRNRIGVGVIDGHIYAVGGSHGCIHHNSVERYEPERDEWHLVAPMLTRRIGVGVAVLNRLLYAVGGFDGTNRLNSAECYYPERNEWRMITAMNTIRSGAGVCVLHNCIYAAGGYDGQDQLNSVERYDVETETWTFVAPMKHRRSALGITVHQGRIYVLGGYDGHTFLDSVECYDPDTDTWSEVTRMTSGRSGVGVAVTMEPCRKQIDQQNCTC
# Pemphigus Ab inh: inhibitors of pemphigus antibody binding to human desmoglein-3 | P32926 | DSG3-coupled beads, scFv-anti-DSG3-GFP binding, flow cytometry; stronger effect = lower value | binding (percent of control), % at 10 µM | 310,000 compounds, 0.48% hits | AID 588358;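 active means binding more than 3 SD below its plate's average and above zero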; further: some compounds called inactive have numbers as strong as hits
# OPRM1-OPRD1 inv: mu-delta opioid heterodimer inverse agonism; P35372+P41143; cell-based MOR-DOR heterodimer luminescence; 340,000 compounds, 0.21% hits; inhibition, % at 9.3 µM; in the data active means inhibition above about 22%, passing the limit was not always enough;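 further: 0% = cells with DMSO and 100% = wells without cells with DMSO; values of inactives mirror those of a sister screen read the other way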
# Wnt bcat act: activates Wnt/beta-catenin signaling in a reporter cell assay; activator, plate reader; 300,000 compounds, 1.2% hits; activation, % at 9.35 µM; in the data active means activation above about 30%, passing the limit was not always enough;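 further: 0% = neutral control wells and 100% = positive control wells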
# Cardiac RTF inh: cardiac RTF calcium desensitization | P19429+P45379 | inhibition, % at 7.15 µM | IANBD-labeled cardiac RTF, Ca2+ fluorescence | AID 493244 | 340,000 compounds, 0.12% hits;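 active means inhibition above the mean inhibition of all tested compounds plus 3 SD, cut at about 17% in these data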;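 further: assay run at fixed EC70 calcium of 1.6 mM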
# cardiac RTF act: increases calcium sensitivity of human cardiac regulated thin filaments. IANBD-labeled TnC RTF fluorescence at EC20 calcium; 0% EC20 calcium, 100% full calcium. activation, % at 7.2 µM. 340,000 compounds, 0.24% hits;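 active means activation above the mean over all tested compounds plus 3 SD, cut at about 30% in these data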;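 further: rise in fluorescence read as greater calcium sensitivity of cardiac thin filaments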
# MOR-DOR ag: OPRM1-OPRD1 heterodimerization agonism; cells, luminescence; activation, % at 9.3 µM; 340,000 compounds, 0.3% hits; AID 504326; in the data active means activation above about 18%;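 further: 0% = vehicle-treated cells and 100% = reference agonist; values of inactives mirror those of a sister screen read the other way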
# V-ATPase pHluor: yeast V-ATPase proton transport regulation by pHLuorin. response, % at 10 µM. AID 504577. S. cerevisiae, pHLuorin cytosolic pH fluorescence. 350,000 compounds, 0.37% hits; in the data active means response mostly above about 7.3%, no sharp cut-off; inactive means mostly below about 5.4%; further: actives read high; inactives centre near 0; some compounds called inactive have numbers as strong as hits; reference of the scale not given here
# C-LANA FP: KSHV C-LANA DNA binding inhibition; MBP-C-LANA/FAM-LBS DNA binding, fluorescence polarization; inhibition, % at 9 µM; 340,000 compounds, 0.078% hits; AID 504423;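 active means highest replicate inhibition at or above 60% at 9 µM, even if other replicates fall short; inactive means all replicates below 60% inhibition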;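 further: 0% = neutral control wells and 100% = 4 µM acridine orange control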
# The depositor's hits bear a star; . = not tested or not shown.
1) O=C(O)c1ccccc1N/N=C\c1ccnc2ccccc12
2) CCOC(=O)c1ccc(NC(=O)CCN2C(=O)C3CC=CCC3C2=O)cc1 (centres undefined)
3) CC(C)CC1=NC(C(F)(F)F)(C(F)(F)F)c2c(n(CC(C)C)c(=O)[nH]c2=O)N1
4) O=C(CSc1ccc(C(F)(F)F)cc1[N+](=O)[O-])NCCOc1ccccc1
5) COc1ccccc1S(=O)(=O)Cc1ccc(C(=O)NC2CC2)o1
6) Oc1ccccc1N1CCN(Cc2ncc(-c3ccccc3)o2)CC1
7) CCCNC(=O)c1oc2ccc3c(c2c1C)C(O)CC(C)(C)O3 (centres undefined)
8) COc1ccc(-c2oc3ccc(N4CCOCC4)cc3c2C#CCO)cc1
screen / no.	1	2	3	4	5	6	7	8
Arr AP2 block	7	5	31	17	-4	6	28	-15
Keap1-Nrf2 PPI	-7	-1	-4	-1	-2	-1	0	-6
Pemphigus Ab inh	107	102	101	88*	102	94	103	110
OPRM1-OPRD1 inv	7	-10	10	-22	2	-15	-15	-20
Wnt bcat act	.	1	.	-5	0	2	0	-11
Cardiac RTF inh	1	3	5	-12	-3	-9	-7	3
cardiac RTF act	-5	0	-6	9	-3	-3	2	-2
MOR-DOR ag	-1.4	1.5	-1.8	4.1	-0.3	2.3	3.2	4.3
V-ATPase pHluor	2	5	0	0	9	5	2	0
C-LANA FP	-1.5	-1.0	-0.3	-0.2	0.3	-1.1	0.4	-0.1

9) CN(C)CC(O)CN1C(=O)NC(C)(C)C1=O (centres undefined)
10) CN(C)CCCn1c2c(c(SCC(=O)Nc3cccc4ccccc34)nc1=O)CCC2
11) CCN1CCN(S(=O)(=O)c2ccc(Cl)c(C(=O)Nc3ccc(OC(F)F)cc3)c2)CC1
12) CCOC(=O)c1ccc(NC(=O)C2CC(=O)N(c3ccc4c(c3)OCCO4)C2)cc1 (centres undefined)
13) C#CCN1C(=O)S/C(=C\c2ccc(-c3ccc(Cl)c(C(=O)O)c3)o2)C1=O
14) COc1ccc2nc(NC(=O)c3cccs3)sc2c1
15) CC(CC1C(C#N)=C(N)SC(N)=C1C#N)c1ccccc1 (centres undefined)
16) CCOC(=O)C1=C2NC(=O)c3ccccc3N2C(=O)C1
screen / no.	9	10	11	12	13	14	15	16
Arr AP2 block	-2	-10	-3	-13	12	9	2	-8
Keap1-Nrf2 PPI	2	3	-4	-4	-4	.	-19	2
Pemphigus Ab inh	95	101	.	93	96	106	111	96
OPRM1-OPRD1 inv	0	9	-1	8	8	.	7	31
Wnt bcat act	0	7	2	-3	31*	48*	.	-2
Cardiac RTF inh	-4	-20	4	-3	-9	.	-25	-1
cardiac RTF act	-3	6	2	2	3	.	14	4
MOR-DOR ag	0.0	-1.6	0.1	-2.1	-1.5	.	-1.4	-6.5
V-ATPase pHluor	3	4	-1	1	-5	-1	4	4
C-LANA FP	0.3	-0.6	-0.7	0.6	2.5	.	-1.3	7.6

17) N#Cc1cc(C(=O)c2ccccc2O)cn(-c2nccs2)c1=O
18) CC[C@@]12C(=O)N(c3cccc(F)c3)C(=O)N1[C@H](c1cccc(C)c1)[C@@H]1C(=O)N(Cc3ccccc3)C(=O)[C@@H]12
19) C[C@H](O)[C@@H]1C(=O)N2CCc3ccc(-c4ccccc4)cc3[C@@H]2C[C@@H]1N(C)C(=O)Nc1cc(Cl)cc(Cl)c1
20) O=[N+]([O-])c1cccc(-c2ccc(/C=N/NC(=S)Nc3cccc(F)c3)o2)c1
21) CCCCNC(=O)/C(C#N)=C/c1ccc(-c2ccc(S(=O)(=O)N3CCOCC3)cc2)o1
22) Cc1cccn2c(=O)c3cc(C(=O)NCc4ccco4)c(=N)n(CCc4ccccc4)c3nc12
23) Cc1n[nH]c(=O)c2c(NC(=O)CSc3nn(-c4ccc(F)cc4)c(=S)s3)oc(C)c12
24) COc1cc(CCC(=O)Nc2sccc2C#N)cc(OC)c1OC
screen / no.	17	18	19	20	21	22	23	24
Arr AP2 block	8	-2	-7	11	15	19	4	31
Keap1-Nrf2 PPI	-22	-3	-2	-4	-5	-9	-6	-1
Pemphigus Ab inh	103	111	97	102	99	94	107	.
OPRM1-OPRD1 inv	8	2	.	5	2	2	8	-12
Wnt bcat act	.	-4	-1	0	1	-2	1	-4
Cardiac RTF inh	-78	-9	-3	-5	-14	-2	-3	-4
cardiac RTF act	62*	2	-4	9	4	-2	-3	-3
MOR-DOR ag	-1.5	-0.4	.	-1.0	-0.4	-0.5	-1.5	1.6
V-ATPase pHluor	-4	-1	1	4	2	-4	8	-2
C-LANA FP	25	0.9	1.9	1.5	-1.7	1.3	2.3	1.3

25) CCCNC(=S)Nc1ccccc1
26) NN1C(=O)NC(c2ccccc2)(c2ccccc2)C1=O
27) Cc1cccc(NC(=O)c2sccc2-n2cccc2)c1C
28) COc1cc(Cl)c(CC(=O)c2c[nH]c3ccccc23)cc1OC
29) Nc1nc(NCc2ccccc2)nc(NCc2ccccc2)c1[N+](=O)[O-]
30) O=C(CCS(=O)(=O)c1ccc(Br)cc1)Nc1ccc(Br)cc1F
31) O=C(OCc1ccc2c(c1)OCO2)c1cccc(S(=O)(=O)N2CCCCC2)c1
32) COc1cccc(NCCC(=O)c2cccc([N+](=O)[O-])c2)c1
screen / no.	25	26	27	28	29	30	31	32
Arr AP2 block	-23	6	-3	0	33	-15	-9	21
Keap1-Nrf2 PPI	0	-3	0	-3	1	1	-3	-2
Pemphigus Ab inh	89	98	103	89	114	99	97	.
OPRM1-OPRD1 inv	14	-3	2	8	0	-28	17	-8
Wnt bcat act	-1	-1	.	2	0	.	.	10
Cardiac RTF inh	0	2	-9	-4	-7	-4	-2	0
cardiac RTF act	2	7	-3	7	-6	6	-2	7
MOR-DOR ag	-2.7	0.7	-0.3	-1.4	0.0	5.3	-3.4	1.8
V-ATPase pHluor	-1	5	2	0	-1	-2	-2	1
C-LANA FP	2.7	1.3	-0.8	-0.5	-0.1	6.0	-0.1	-0.1

33) CCC(CC)C(=O)Nc1ccc(C)cc1O
34) O=S(=O)(Nc1ccccc1N1CCCCC1)c1cccs1
35) c1ccn2c(Cc3nnc4ccccn34)nnc2c1
36) CC(=O)Nc1ccc(S(=O)(=O)N(C)CC(=O)NNC(=O)c2cccs2)cc1
37) Cn1c(=O)cc(C(=O)N/N=C/c2ccc(F)cc2)[nH]c1=O
38) Cc1nc(N)sc1N=Nc1ccc(F)cc1
39) O=S(=O)(NC1CCN(Cc2ccccc2)CC1)c1cccc(S(=O)(=O)N2CCOCC2)c1
40) Cc1cc(C(=O)N/N=C/c2cccs2)n[nH]1
screen / no.	33	34	35	36	37	38	39	40
Arr AP2 block	1	-2	6	17	-4	19	16	-30
Keap1-Nrf2 PPI	-5	1	4	4	1	3	2	-5
Pemphigus Ab inh	103	92	82	91	96	100	112	97
OPRM1-OPRD1 inv	5	10	11	6	15	6	0	.
Wnt bcat act	0	1	-3	0	0	12	.	7
Cardiac RTF inh	4	-9	3	-8	-3	-11	-3	.
cardiac RTF act	1	2	-1	2	-3	1	-5	.
MOR-DOR ag	-0.9	-1.9	-2.0	-1.4	-2.9	-1.1	0.0	.
V-ATPase pHluor	-1	-1	-6	0	3	1	15*	1
C-LANA FP	-0.7	-1.1	0.3	1.0	1.2	0.2	-2.4	-1.1

41) O=C(NC(=S)Nc1ccccc1Br)C1CCCCC1
42) O=C(COc1ccc(S(=O)(=O)N2CCCC2)cc1Cl)NC1CC1
43) COc1cccc(CNC(=O)C2CCCN(S(=O)(=O)c3ccc4c(c3)C(C)(C)C(=O)N4C)C2)c1 (centres undefined)
44) CCS(=O)(=O)N1CCC(NC(=O)c2ccco2)CC1
45) Cc1ccnc(NC(NC(=O)C(C)C)(C(F)(F)F)C(F)(F)F)c1
46) COc1ccc2c(c1)[C@H]1[C@H](CO2)[C@H](c2ccccc2)[C@]2(C)C(=O)Nc3ccc(C)cc3C(=O)N12
47) CCc1ccc(NC(=O)COC(=O)CN2C(=O)COc3ccccc32)cc1
48) CCC(CC)C1C(C#N)=C(N)Oc2n[nH]c(-c3ccccc3)c21 (centres undefined)
screen / no.	41	42	43	44	45	46	47	48
Arr AP2 block	8	-2	-6	-2	11	32	6	4
Keap1-Nrf2 PPI	4	0	-3	5	-5	-3	-1	-3
Pemphigus Ab inh	98	102	102	109	.	97	96	108
OPRM1-OPRD1 inv	-32	8	-1	-1	12	6	16	-45
Wnt bcat act	-5	10	-1	-1	-3	-1	1	.
Cardiac RTF inh	-3	-11	-3	-11	-9	1	-3	-5
cardiac RTF act	-1	4	-1	1	8	-5	-2	4
MOR-DOR ag	7.2	-1.6	0.1	0.1	-2.6	-1.1	-2.9	7.2
V-ATPase pHluor	-2	0	4	-2	-5	-5	-3	-1
C-LANA FP	-2.8	-0.4	0.5	-0.8	1.9	0.1	-1.6	0.1

# Structural class, those above with a cyano group (5)
15) CC(CC1C(C#N)=C(N)SC(N)=C1C#N)c1ccccc1 (centres undefined)
17) N#Cc1cc(C(=O)c2ccccc2O)cn(-c2nccs2)c1=O
21) CCCCNC(=O)/C(C#N)=C/c1ccc(-c2ccc(S(=O)(=O)N3CCOCC3)cc2)o1
24) COc1cc(CCC(=O)Nc2sccc2C#N)cc(OC)c1OC
48) CCC(CC)C1C(C#N)=C(N)Oc2n[nH]c(-c3ccccc3)c21 (centres undefined)
screen / no.	15	17	21	24	48
Arr AP2 block	2	8	15	31	4
Keap1-Nrf2 PPI	-19	-22	-5	-1	-3
Pemphigus Ab inh	111	103	99	.	108
OPRM1-OPRD1 inv	7	8	2	-12	-45
Wnt bcat act	.	.	1	-4	.
Cardiac RTF inh	-25	-78	-14	-4	-5
cardiac RTF act	14	62*	4	-3	4
MOR-DOR ag	-1.4	-1.5	-0.4	1.6	7.2
V-ATPase pHluor	4	-4	2	-2	-1
C-LANA FP	-1.3	25	-1.7	1.3	0.1

# Next part.
49) O=C(Cn1cnc([N+](=O)[O-])n1)N/N=C/c1cccc2ccccc12
50) O=C(Nc1ccc(OCC(=O)N2CCOCC2)cc1)c1ccccc1Cl
51) CC(C)N1CC(C(=O)O)CC1=O (centres undefined)
52) N=C1/C(=C\c2ccc(SCc3ccccc3)o2)C(=O)N=C2SC=NN12
53) CCOC(=O)CN(c1ccccn1)S(=O)(=O)c1ccc(OC)cc1
54) Cc1ccc(C(=O)NC2(O)C(=O)c3ccccc3C2=O)cc1C
55) O=C(COc1ccc2c(-c3ccccc3)cc(=O)oc2c1)N[C@H](Cc1c[nH]c2ccccc12)C(=O)O
screen / no.	49	50	51	52	53	54	55
Arr AP2 block	-7	2	4	24	1	0	2
Keap1-Nrf2 PPI	-1	-5	0	1	1	-18	1
Pemphigus Ab inh	102	103	92	102	102	106	.
OPRM1-OPRD1 inv	-23	5	9	8	4	14	19
Wnt bcat act	-4	5	.	.	-1	-1	-1
Cardiac RTF inh	1	-3	-3	-3	1	-10	-3
cardiac RTF act	-3	-6	2	-3	6	2	8
MOR-DOR ag	3.2	-0.7	-1.6	-1.1	-0.8	-2.7	-3.7
V-ATPase pHluor	.	1	-5	-3	-3	-1	0
C-LANA FP	-1.2	1.0	0.2	4.1	-0.8	2.3	-0.2

# Not a hit list. Share with any hit: about 3.1%.
